MT1-MMP act inh: blockers of MT1-MMP proenzyme processing, primary screen, HT1080 RFP-PRO-GFP cells, GFP/RFP fluorescence; Matrix metalloproteinase-14 (Homo sapiens), P50281; GFP/RFP ratio fluorescence, overnight; percent of plate control window, DMSO zero; GFP/RFP ratio change, % at 20 µM; 360,000 compounds, 0.061% hits;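 active means GFP/RFP ratio change of at least 30% with cell ATP level not reduced by more than half and red fluorescence within 50% of control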; further: strong numbers were not always called active
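Assay system: HT1080 RFP-PRO-GFP cells. Benchmarks: DMSO vehicle wells and RFP-L50D-GFP reporter cell wells. Times: overnight cell settling, then overnight compound exposure, 37 °C, 5% CO2. Compound: 20 µM single dose, 1% DMSO. Read-out basis: GFP/RFP fluorescence ratio.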
MsrA act: bovine MsrA enzyme activators, primary screen, biochemical, absorbance, HTS; activation, % at 10.6 µM; purified bovine MsrA, absorbance read-out; 360,000 compounds, 0.3% hits; AID 602163, 2012; Methionine sulfoxide reductase A (Bos taurus); in the data active means activation above about 7.5%;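 further: 0% = vehicle and 100% = reference activator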
FAS TE block: FAS thioesterase domain inhibitors, primary screen, biochemical, fluorescence intensity, uHTS; Fatty acid synthase (Homo sapiens), P49327; recombinant FAS-TE, OMFH fluorogenic substrate, fluorescence endpoint; inhibition, % at 15 µM; 360,000 compounds, 0.67% hits; AID 602261, 2012;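 active means compounds whose normalised, plate-corrected inhibition of enzyme fluorescence in the single-dose primary screen is 50% or more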;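 further: 0% = DMSO with enzyme and 100% = substrate without enzyme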
E coli Lon inh: inhibitors of E. coli Lon protease, primary screen, biochemical, fluorescence polarization; P0A9M0; purified E. coli Lon protease; inhibition, % at 7.94 µM; 360,000 compounds, 0.42% hits; AID 602123, 2011; in the data active means inhibition above about 13%, passing the limit was not always enough;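 further: 0% = enzyme with probe and DMSO and 100% = no enzyme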
MLLE-PAM2 inh: inhibitors of PABP1 MLLE–PAM2 peptide binding, primary screen, biochemical, fluorescence polarization, FITC-PAM2, GST-MLLE | Polyadenylate-binding protein 1 (Homo sapiens), P11940 | inhibition, % at 20 µM | 360,000 compounds, 0.36% hits; in the data active means inhibition above about 35%, passing the limit was not always enough;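 further: plate controls were DMSO wells with GST-MLLE for no effect and wells lacking GST-MLLE protein for full effect; some results filed as inactive read as strong as hits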
SKN-1 block: suppressors of acrylamide-induced Pgst-4::GFP reporter in worms, primary screen, SKN-1 inhibitor project, whole organism, uHTS, GFP/RFP fluorescence ratio, strain VP596; C. elegans VP596 Pgst-4::GFP/RFP ratio, 24 h; inhibition, % at 21.8 µM; 360,000 compounds, 0.49% hits;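 active means interference check ratio from 0.5 to 1.5 plus GFP to RFP signal ratio inhibition reaching or exceeding a fixed threshold, cut at about 30% in these data, passing the limit was not always enough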; further: some compounds called inactive have numbers as strong as hits
CendR NRP1 mod: modulators of CendR peptide binding to NRP-1, primary screen, biochemical, fluorescence polarization, uHTS | FAM-RPARPAR peptide binding to NRP-1 | inhibition, % at 25 µM | 360,000 compounds, 0.85% hits | AID 602438, 2012;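 active means inhibition or corrected inhibition above about 18%, plus a signal ratio from 0.5 to 1.5, limit read from the data, passing the limit was not always enough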; further: strong numbers were not always called active
Rin1-Abl PPI inh: inhibitors of Rin1-Abl protein binding, primary screen, biochemical, TR-FRET; inhibition, % at 7.35 µM; AID 588664, 2011; 360,000 compounds, 0.4% hits; Tyrosine-protein kinase ABL1 (Homo sapiens) + Ras and Rab interactor 1 (Homo sapiens), …; in the data active means inhibition above about 5%, passing the limit was not always enough
Target sequence (P00519 whole entry, looked up): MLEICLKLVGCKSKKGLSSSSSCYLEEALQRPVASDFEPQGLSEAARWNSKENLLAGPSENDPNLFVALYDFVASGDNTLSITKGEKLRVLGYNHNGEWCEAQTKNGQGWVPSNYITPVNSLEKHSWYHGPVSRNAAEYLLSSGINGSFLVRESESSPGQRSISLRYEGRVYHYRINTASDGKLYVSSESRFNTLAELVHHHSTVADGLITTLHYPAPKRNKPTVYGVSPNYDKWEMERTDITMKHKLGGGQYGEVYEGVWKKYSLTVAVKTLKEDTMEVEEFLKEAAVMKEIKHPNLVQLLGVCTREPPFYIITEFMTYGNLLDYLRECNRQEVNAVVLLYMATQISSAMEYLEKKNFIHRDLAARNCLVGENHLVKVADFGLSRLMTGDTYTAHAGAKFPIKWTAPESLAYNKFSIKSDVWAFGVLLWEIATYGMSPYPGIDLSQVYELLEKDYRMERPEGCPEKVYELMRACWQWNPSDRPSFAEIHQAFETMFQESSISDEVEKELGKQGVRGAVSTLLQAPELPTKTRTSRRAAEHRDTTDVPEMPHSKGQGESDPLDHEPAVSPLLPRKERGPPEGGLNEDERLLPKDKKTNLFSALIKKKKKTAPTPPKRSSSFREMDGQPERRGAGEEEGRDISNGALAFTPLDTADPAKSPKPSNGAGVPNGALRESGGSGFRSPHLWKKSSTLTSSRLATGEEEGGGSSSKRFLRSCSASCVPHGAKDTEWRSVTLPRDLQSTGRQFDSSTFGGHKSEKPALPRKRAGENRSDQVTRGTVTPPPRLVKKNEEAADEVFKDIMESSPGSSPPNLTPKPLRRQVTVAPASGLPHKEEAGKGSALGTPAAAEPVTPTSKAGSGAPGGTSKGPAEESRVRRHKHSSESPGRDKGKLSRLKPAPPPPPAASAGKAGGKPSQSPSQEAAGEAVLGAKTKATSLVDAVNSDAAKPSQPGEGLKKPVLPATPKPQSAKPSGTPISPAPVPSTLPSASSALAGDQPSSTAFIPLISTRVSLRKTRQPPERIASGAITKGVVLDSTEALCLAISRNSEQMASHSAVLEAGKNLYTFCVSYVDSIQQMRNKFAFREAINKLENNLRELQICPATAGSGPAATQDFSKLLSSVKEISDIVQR
Target sequence (Q13671 whole entry, looked up): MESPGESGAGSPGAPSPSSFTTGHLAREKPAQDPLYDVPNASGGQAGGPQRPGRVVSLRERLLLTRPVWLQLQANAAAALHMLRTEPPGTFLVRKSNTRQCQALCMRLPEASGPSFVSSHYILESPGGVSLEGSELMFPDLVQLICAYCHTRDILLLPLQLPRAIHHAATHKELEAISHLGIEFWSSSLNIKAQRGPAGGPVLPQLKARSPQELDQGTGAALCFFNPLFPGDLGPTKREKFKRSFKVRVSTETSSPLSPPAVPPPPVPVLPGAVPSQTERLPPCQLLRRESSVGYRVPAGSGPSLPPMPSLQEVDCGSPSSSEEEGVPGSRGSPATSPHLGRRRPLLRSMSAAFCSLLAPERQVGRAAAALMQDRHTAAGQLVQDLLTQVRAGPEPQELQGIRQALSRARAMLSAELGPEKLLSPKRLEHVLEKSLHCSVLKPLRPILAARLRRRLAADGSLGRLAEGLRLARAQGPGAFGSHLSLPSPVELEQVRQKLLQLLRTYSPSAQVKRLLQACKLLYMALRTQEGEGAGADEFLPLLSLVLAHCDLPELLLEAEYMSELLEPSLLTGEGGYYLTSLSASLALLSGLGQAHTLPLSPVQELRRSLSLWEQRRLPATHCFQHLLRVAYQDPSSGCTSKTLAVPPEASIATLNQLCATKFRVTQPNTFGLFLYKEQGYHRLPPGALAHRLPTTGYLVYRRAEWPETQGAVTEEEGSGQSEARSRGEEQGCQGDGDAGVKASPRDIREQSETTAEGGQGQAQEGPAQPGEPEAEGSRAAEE
Neddyl block: inhibitors of cullin neddylation, primary screen, biochemical, TR-FRET, uHTS, NAE and Ubc12; NEDD8-conjugating enzyme Ubc12 (Homo sapiens) + NEDD8-activating enzyme E1 regulatory …; calls only at 25 µM; 360,000 compounds, 0.58% hits; AID 651699, 2012; in the data active means inhibition above about 36%
The depositor's hits bear a star.

COc1ccc(C2C(C(C)=O)=C(O)C(=O)N2CCCn2ccnc2)cc1 (configuration not stated) was read as MT1-MMP act inh -2, MsrA act -3, FAS TE block -8, E coli Lon inh -2, MLLE-PAM2 inh 2, SKN-1 block -1, CendR NRP1 mod 8, Rin1-Abl PPI inh 0 and Neddyl block inactive.
`Cn1cccc1CNC(=S)Nc1cc(F)cc(F)c1` gave MT1-MMP act inh 1, MsrA act -4, FAS TE block -3, E coli Lon inh 1, MLLE-PAM2 inh -11, SKN-1 block -7, CendR NRP1 mod 8, Rin1-Abl PPI inh -4 and Neddyl block inactive.
For Cc1nn(-c2ccc([N+](=O)[O-])cc2)c(N)c1-c1ccccc1 the results were MT1-MMP act inh -13, MsrA act -5, FAS TE block -1, E coli Lon inh -7, MLLE-PAM2 inh 1, SKN-1 block -8, CendR NRP1 mod -12, Rin1-Abl PPI inh 2 and Neddyl block inactive.
`Nc1ccc(Sc2ccc([N+](=O)[O-])cc2)cc1` gave MT1-MMP act inh 1, MsrA act -3, FAS TE block 29, E coli Lon inh -2, MLLE-PAM2 inh -1, SKN-1 block 5, CendR NRP1 mod 6, Rin1-Abl PPI inh 2 and Neddyl block inactive.
For CC(=O)N1c2ccc(S(=O)(=O)N3CCC(C(=O)NC4CCCCC4)CC3)cc2CC1C (configuration not stated) the results were MT1-MMP act inh 1, MsrA act -1, FAS TE block -1, E coli Lon inh -2, MLLE-PAM2 inh 9, SKN-1 block 2, CendR NRP1 mod 13, Rin1-Abl PPI inh -1 and Neddyl block inactive.
Screening COC(=O)c1ccc(/C=N/NC(=O)CNc2cccc(C)c2)cc1 returned MT1-MMP act inh 4, MsrA act 1, FAS TE block 1, E coli Lon inh 0, MLLE-PAM2 inh 1, SKN-1 block 9, CendR NRP1 mod 1, Rin1-Abl PPI inh 1 and Neddyl block inactive.
For CC(Nc1nc(-c2ccccc2)nc2ccccc12)c1ccccc1 (configuration not stated) the results were MT1-MMP act inh -9, MsrA act -2, FAS TE block 30, E coli Lon inh 0, MLLE-PAM2 inh 5, SKN-1 block 21, CendR NRP1 mod 0, Rin1-Abl PPI inh 0 and Neddyl block inactive.
Nc1nnc(N2CCCCC2)s1 was read as MT1-MMP act inh 4, MsrA act -1, FAS TE block -8, E coli Lon inh 3, MLLE-PAM2 inh -7, SKN-1 block 2, CendR NRP1 mod -9, Rin1-Abl PPI inh 0 and Neddyl block inactive.
For CCn1nnc2cc(C(=O)NCCc3ccccc3F)ccc21 the results were MT1-MMP act inh 4, MsrA act -9, FAS TE block 0, E coli Lon inh 6, MLLE-PAM2 inh -3, SKN-1 block -19, CendR NRP1 mod -4, Rin1-Abl PPI inh 3 and Neddyl block inactive.
Screening Cc1cc(NC(=O)CSc2nnnn2C)n(-c2ccccc2)n1 returned MT1-MMP act inh 0, MsrA act -9, FAS TE block -8, E coli Lon inh -3, MLLE-PAM2 inh -8, SKN-1 block -4, CendR NRP1 mod -8, Rin1-Abl PPI inh 1 and Neddyl block inactive.
Screening COc1ccc(C(=O)NC2c3ccccc3-c3ccccc32)cc1 returned MT1-MMP act inh 0, MsrA act -5, FAS TE block -2, E coli Lon inh -8, MLLE-PAM2 inh -3, SKN-1 block 1, CendR NRP1 mod 6, Rin1-Abl PPI inh 0 and Neddyl block inactive.
For Oc1ccccc1-c1cc(-c2ccccc2)n[nH]1 the results were MT1-MMP act inh 7, MsrA act -1, FAS TE block 4, E coli Lon inh -5, MLLE-PAM2 inh -7, SKN-1 block 18, CendR NRP1 mod -8, Rin1-Abl PPI inh 2 and Neddyl block inactive.
Screening CC1(C)NC(=O)N(CC(O)COc2ccccc2-c2ccccc2)C1=O (configuration not stated) returned MT1-MMP act inh -9, MsrA act -4, FAS TE block -2, E coli Lon inh -5, MLLE-PAM2 inh -5, SKN-1 block -1, CendR NRP1 mod 0, Rin1-Abl PPI inh -1 and Neddyl block inactive.
`CCOC(=O)C(NC(=O)Nc1ccc(F)cc1)(OCC)C(F)(F)F` (configuration not stated) gave MT1-MMP act inh 5, MsrA act -5, FAS TE block -7, E coli Lon inh -10, MLLE-PAM2 inh -6, SKN-1 block 2, CendR NRP1 mod 2, Rin1-Abl PPI inh 4 and Neddyl block inactive.
Screening COc1ccc(OC)c(-c2nc(CN3CCCCC3c3cccnc3)c(C)o2)c1 (configuration not stated) returned MT1-MMP act inh -4, MsrA act -2, FAS TE block -3, E coli Lon inh -1, MLLE-PAM2 inh -19, SKN-1 block -2, CendR NRP1 mod 3, Rin1-Abl PPI inh 3 and Neddyl block inactive.
`CCCCSCCCNC(=O)Nc1cccc(OC)c1` gave MT1-MMP act inh 3, MsrA act -7, FAS TE block 6, E coli Lon inh -1, MLLE-PAM2 inh 8, SKN-1 block 9, CendR NRP1 mod 4, Rin1-Abl PPI inh 4 and Neddyl block inactive.
C/C(=C1\SC(N2CCOCC2)=NC1=O)c1ccccc1 was read as MT1-MMP act inh 6, MsrA act 0, FAS TE block 2, E coli Lon inh -8, MLLE-PAM2 inh 4, SKN-1 block 2, CendR NRP1 mod 0, Rin1-Abl PPI inh 2 and Neddyl block inactive.
O=C(c1csc2c1CCCC2)n1cccn1 was read as MT1-MMP act inh 9, MsrA act -6, FAS TE block 21, E coli Lon inh -5, MLLE-PAM2 inh 6, SKN-1 block -5, CendR NRP1 mod 8, Rin1-Abl PPI inh -2 and Neddyl block inactive.
Screening CC1C=Cc2ccccc2N1C(=O)c1ccccc1 (configuration not stated) returned MT1-MMP act inh 3, MsrA act -7, FAS TE block 0, E coli Lon inh 6, MLLE-PAM2 inh 1, SKN-1 block -11, CendR NRP1 mod 2, Rin1-Abl PPI inh -2 and Neddyl block inactive.
CCOC(=O)c1nn(-c2ccc(C)cc2)c(=O)cc1OCC(=O)Nc1ccc(OC)cc1 was read as MT1-MMP act inh 1, MsrA act -1, FAS TE block -7, E coli Lon inh -10, MLLE-PAM2 inh 2, SKN-1 block 7, CendR NRP1 mod -1, Rin1-Abl PPI inh -1 and Neddyl block inactive.
S=c1[nH]nc(-c2ccc(Cl)cc2)n1CC1CCCO1 (configuration not stated) was read as MT1-MMP act inh 0, MsrA act 4, FAS TE block -4, E coli Lon inh 0, MLLE-PAM2 inh 16, SKN-1 block 8, CendR NRP1 mod 11, Rin1-Abl PPI inh 0 and Neddyl block inactive.
For NC1=NC2OC(CO)C(O)C2O1 (configuration not stated) the results were MT1-MMP act inh 2, MsrA act 2, FAS TE block -4, E coli Lon inh -10, MLLE-PAM2 inh -1, SKN-1 block 16, CendR NRP1 mod 4, Rin1-Abl PPI inh -3 and Neddyl block inactive.
Screening CCOc1ccc(OCCSc2nc3ccccc3o2)cc1 returned MT1-MMP act inh 1, MsrA act -2, FAS TE block 23, E coli Lon inh -1, MLLE-PAM2 inh 4, SKN-1 block 19, CendR NRP1 mod 0, Rin1-Abl PPI inh 2 and Neddyl block inactive.
For C[C@H](CO)N1C[C@H](C)[C@H](CN(C)C(=O)c2ccccc2)OCc2cnnn2CCCC1=O the results were MT1-MMP act inh -1, MsrA act -1, FAS TE block -8, E coli Lon inh -3, MLLE-PAM2 inh 10, SKN-1 block 12, CendR NRP1 mod 5, Rin1-Abl PPI inh 0 and Neddyl block inactive.
`CCN(CC)CCn1cnc2c1c(=O)[nH]c(=O)n2Cc1ccccc1` gave MT1-MMP act inh 4, MsrA act -9, FAS TE block -5, E coli Lon inh -2, MLLE-PAM2 inh 11, SKN-1 block -17, CendR NRP1 mod 12, Rin1-Abl PPI inh 2 and Neddyl block inactive.
For O=C1CN(CC(=O)N2CCCCC2)c2ccccc2O1 the results were MT1-MMP act inh -6, MsrA act 0, FAS TE block -10, E coli Lon inh 0, MLLE-PAM2 inh 10, SKN-1 block 11, CendR NRP1 mod -20, Rin1-Abl PPI inh -4 and Neddyl block inactive.
For C=CC(=O)N1C/C=C\C(c2ccc(OC)cc2)N(Cc2ccc(F)cc2)C(=O)C1 (configuration not stated) the results were MT1-MMP act inh 3, MsrA act -1, FAS TE block -6, E coli Lon inh -2, MLLE-PAM2 inh 5, SKN-1 block 0, CendR NRP1 mod 13, Rin1-Abl PPI inh 2 and Neddyl block inactive.
For O=C(Cc1cccc2ccccc12)Nc1ccc(-c2cc3ccccc3oc2=O)cc1 the results were MT1-MMP act inh 3, MsrA act -2, FAS TE block 26, E coli Lon inh 2, MLLE-PAM2 inh -14, SKN-1 block 13, CendR NRP1 mod -10, Rin1-Abl PPI inh -8 and Neddyl block inactive.
Screening COc1cc(OC)cc(C(=O)N2CCN(Cc3ccccc3[N+](=O)[O-])CC2)c1 returned MT1-MMP act inh 1, MsrA act -2, FAS TE block 2, E coli Lon inh -1, MLLE-PAM2 inh -5, SKN-1 block 6, CendR NRP1 mod -3, Rin1-Abl PPI inh 0 and Neddyl block inactive.
`CC(C)NC1(C#N)CCN(Cc2ccccc2)CC1` gave MT1-MMP act inh 1, MsrA act -2, FAS TE block -8, E coli Lon inh 3, MLLE-PAM2 inh 6, SKN-1 block -9, CendR NRP1 mod -5, Rin1-Abl PPI inh 1 and Neddyl block inactive.

2 records picked at random from the list so far:
S=c1[nH]nc(-c2ccc(Cl)cc2)n1CC1CCCO1 (configuration not stated) was read as MT1-MMP act inh 0, MsrA act 4, FAS TE block -4, E coli Lon inh 0, MLLE-PAM2 inh 16, SKN-1 block 8, CendR NRP1 mod 11, Rin1-Abl PPI inh 0 and Neddyl block inactive.
C/C(=C1\SC(N2CCOCC2)=NC1=O)c1ccccc1 was read as MT1-MMP act inh 6, MsrA act 0, FAS TE block 2, E coli Lon inh -8, MLLE-PAM2 inh 4, SKN-1 block 2, CendR NRP1 mod 0, Rin1-Abl PPI inh 2 and Neddyl block inactive.

Further records.
Cc1cccc(NC(=S)N2CCN(c3cc(C)ccc3C)CC2)c1 was read as MT1-MMP act inh -2, MsrA act 0, FAS TE block 16, E coli Lon inh 3, MLLE-PAM2 inh -124, SKN-1 block -10, CendR NRP1 mod 1, Rin1-Abl PPI inh 0 and Neddyl block inactive.
For O=C(CCSc1ccccc1)Nc1nc2c(s1)CCCC2 the results were MT1-MMP act inh 4, MsrA act -5, FAS TE block 13, E coli Lon inh -8, MLLE-PAM2 inh 4, SKN-1 block 4, CendR NRP1 mod -1, Rin1-Abl PPI inh 1 and Neddyl block inactive.
CC1(C(=O)NCc2ccc(Cl)cc2)CCN1C(=O)Cc1ccc(Cl)cc1Cl (configuration not stated) was read as MT1-MMP act inh 2, MsrA act -6, FAS TE block 19, E coli Lon inh -1, MLLE-PAM2 inh -2, SKN-1 block 20, CendR NRP1 mod 6, Rin1-Abl PPI inh 0 and Neddyl block inactive.
Cc1cc(C)n(CC(=O)NC2CCCN(Cc3ccc(Cl)cc3)C2)n1 (configuration not stated) was read as MT1-MMP act inh 3, MsrA act -1, FAS TE block -8, E coli Lon inh -3, MLLE-PAM2 inh 4, SKN-1 block -9, CendR NRP1 mod 10, Rin1-Abl PPI inh 2 and Neddyl block inactive.
Screening Cc1cccc(-c2noc(Cc3ccccc3)n2)c1 returned MT1-MMP act inh 1, MsrA act -9, FAS TE block 17, E coli Lon inh 8, MLLE-PAM2 inh -6, SKN-1 block -3, CendR NRP1 mod 6, Rin1-Abl PPI inh 0 and Neddyl block inactive.
